FXIa single inh: blocks human coagulation factor XIa activity; P03951; purified human FXIa, fluorogenic AMC substrate cleavage; inhibition, % at 10 µM; actives 0.3% (n = 33,000);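 active = inhibition above 40% in the primary screen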;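 also: 0% = enzyme without compound and 100% = blank wells lacking enzyme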
FXIIa single: blocks human coagulation factor XIIa activity | purified human FXIIa, AMC substrate fluorescence, 2 h | inhibition, % at 10 µM | actives 0.2% (n = 33,000) | AID 701; in the data active = inhibition above about 30%;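 also: 0% = enzyme with vehicle only and 100% = no enzyme blank; many of its hits are not listed in these tables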
Target sequence (P00748 20-372 limits assumed): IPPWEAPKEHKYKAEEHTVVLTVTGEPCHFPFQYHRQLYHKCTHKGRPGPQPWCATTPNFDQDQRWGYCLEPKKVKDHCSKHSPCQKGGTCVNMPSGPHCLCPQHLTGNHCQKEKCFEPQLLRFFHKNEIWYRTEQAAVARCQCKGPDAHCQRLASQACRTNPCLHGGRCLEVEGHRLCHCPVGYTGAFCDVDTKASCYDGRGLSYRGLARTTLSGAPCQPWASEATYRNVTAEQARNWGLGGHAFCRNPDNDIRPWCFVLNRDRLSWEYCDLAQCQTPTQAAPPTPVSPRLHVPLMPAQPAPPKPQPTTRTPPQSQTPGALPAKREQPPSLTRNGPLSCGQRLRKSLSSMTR
Target sequence (P00748 373-615 limits assumed): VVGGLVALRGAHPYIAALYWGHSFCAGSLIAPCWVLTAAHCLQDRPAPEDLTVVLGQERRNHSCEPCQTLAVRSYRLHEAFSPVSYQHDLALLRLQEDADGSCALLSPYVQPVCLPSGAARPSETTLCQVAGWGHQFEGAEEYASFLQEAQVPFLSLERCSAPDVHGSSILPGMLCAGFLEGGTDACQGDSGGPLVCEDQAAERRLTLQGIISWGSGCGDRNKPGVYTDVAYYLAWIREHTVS
Starred values were filed as active, the others as inactive. A portion of the library; count on the stated rates, not on these rows.

smiles | FXIa single inh | FXIIa single
Cc1ccccc1CNC(=O)c1ccccc1N | 0 | 1
CC(C)CC(OC(=O)c1cccs1)C(=O)NCC1CCCO1 (stereo not given) | -2 | -13
CC1CN(CCCCOc2ccc(C(C)C)cc2)CC(C)O1 (stereo not given) | 3 | 16
Cc1csc(N/N=C/c2ccc(O)c([N+](=O)[O-])c2)n1 | 7 | 11
Cc1noc(C)c1C(=O)N1CCN(CCc2ccccc2)CC1 | 0 | 4
COC(=O)Nc1ncc(CN2CCC(c3ccccc3)CC2)s1 | -5 | -2
CCCNS(=O)(=O)c1ccc(OCC(=O)N2CCOCC2)cc1 | 0 | 8
Cc1nn(Cc2ccccc2Cl)c2sc(C(=O)NCc3ccc4c(c3)OCO4)cc12 | 6 | 3
Cn1c(=O)n(C)c2cc(C(=O)O)ccc21 | 6 | 7
CCOC(=O)c1c(C)oc2ccc(OCc3cc(C(=O)OC)oc3C)cc12 | 23 | -8
Cc1coc(C)c1C(=O)CC1(O)C(=O)Nc2cc(Cl)cc(Cl)c21 (stereo not given) | 6 | 2
COc1ccc(S(=O)(=O)N2CCC(C(=O)NCCc3ccccc3)CC2)cc1OC | -8 | 8
Cc1ccnc(N2CCCC(C(=O)NCc3cccs3)C2)n1 (stereo not given) | 3 | -13
COc1ccc(-c2nnn(Cc3ccccc3F)n2)cc1 | -1 | 3
CCOC(=O)C1=C(N)N2C(=O)C(C)SC2=C(C(=O)OC)C1c1cccc(OC)c1 (stereo not given) | -14 | -12
CCCCCC(=O)Nc1nnn(CCC)n1 | -1 | 1
CCCCN(CCCC)C1=Nc2ccccc2N/C1=C(/C#N)C(=O)OCC | -10 | -8
O=C(c1cc2sccc2n1Cc1ccccc1)N1CCN(c2nc3ccccc3s2)CC1 | 6 | 3
CC(=O)Nc1nonc1NC(=O)CSc1nc2ccccc2o1 | -8 | 7
CSc1ccccc1C(=O)Nc1cccc(C)c1 | -3 | 3
COc1cc(Cl)c(S(=O)(=O)NCCN2CCOCC2)cc1Cl | -2 | 8
CC(=O)N(C)c1nnc(-c2cnccn2)s1 | 3 | 5
CCOC(=O)N1CCN(C(=O)c2ccc(CN(c3ccc(C)c(C)c3)S(C)(=O)=O)cc2)CC1 | 0 | -13
Cc1sc2nc(SCC(=O)OC(C)C)n(C)c(=O)c2c1C | 1 | -11
CC(C)(C)c1ccc(C(=O)NNC(=O)Cc2ccccc2)cc1 | -4 | -3
COc1cccc(/C(O)=C2/C(=O)C(=O)N(Cc3cccnc3)C2c2ccco2)c1 (stereo not given) | 6 | 11
O=C(CSc1ncn[nH]1)Nc1c(F)cc(F)cc1Br | -11 | 6
CC(C)NC1CS(=O)(=O)CC1O (stereo not given) | -1 | 4
COc1ccc(OC)c(/C(O)=C/C(=O)C(=O)Nc2ccccc2OC)c1 | -2 | 3
CCCn1c(NCCO)nc2ccccc21 | -2 | 10
Cc1onc(-c2ccccc2)c1C(=O)Nc1nc2c(s1)C(=O)CC(C)(C)C2 | -7 | 7
O=C(O)CCC(=O)N1CCC(C(=O)c2cccc(Cl)c2)CC1 | 0 | 11
Cc1ccc(C(=O)Nc2ccccc2C(=O)NC(C(=O)O)C(C)C)cc1 (stereo not given) | 10 | 4
O=C(c1c(F)cccc1F)N1CCN(c2ncccn2)CC1 | -3 | 2
CC(=O)c1c(C)[nH]c(C(=O)N2CCN(c3cc(Cl)ccc3C)CC2)c1C | -4 | 6
C=CCOc1ccc(C2C(C(=O)c3cccs3)=C(O)C(=O)N2c2nnc(C)s2)cc1 (stereo not given) | 11 | 5
Cc1ccc(Cl)cc1NC(=O)c1cnn2c1NC(c1ccco1)CC2C(F)(F)F (stereo not given) | -1 | 4
CCOC(=O)c1c(NC(C)=O)sc2c(O)c(Br)ccc12 | -1 | 5
COCCSc1ccccc1C(=O)NCc1ccc(S(N)(=O)=O)cc1 | 2 | 9
CC(NC(=O)CN1C(=O)NC(Cc2ccccc2)(Cc2ccccc2)C1=O)C12CC3CC(CC(C3)C1)C2 (stereo not given) | 11 | 6
Cc1nc(NC(=O)C2CC2)sc1C(=O)N(C)C | -3 | 7
Cc1cc(C)cc(OCC(=O)NN2Cc3ccccc3C2=N)c1 | -6 | 4
CCCSc1nc(NCc2ccco2)c2c3c(sc2n1)COC(C)(C)C3 | -2 | 8
CCOc1ccc(NC(=O)C2CC(C)=C(C)CC2C(=O)O)cc1 (stereo not given) | -3 | 6
COC(=O)c1c(C(=O)OC)c(-c2cccc(C)c2)n2c1CS(=O)(=O)C2 | 10 | 5
CCOC(=O)c1ccc(NC(=O)CC2SCCNC2=O)cc1 (stereo not given) | 0 | 6
Cc1c(=O)n(OCc2ccccc2F)c2ccccc2[n+]1[O-] | 4 | 1
Cc1ccc(OCCNS(=O)(=O)c2ccc(N3CCCC3=O)cc2)cc1C | -8 | 7

2 neighbouring entries already listed:
smiles | FXIa single inh | FXIIa single
Cc1c(=O)n(OCc2ccccc2F)c2ccccc2[n+]1[O-] | 4 | 1
Cc1ccc(OCCNS(=O)(=O)c2ccc(N3CCCC3=O)cc2)cc1C | -8 | 7

Next structures:
smiles | FXIa single inh | FXIIa single
Cc1cc(/C=N/Nc2ccc([N+](=O)[O-])cn2)c(C)n1-c1ccccc1 | 28 | -8
O=C(c1ccccc1)N1CCSC1=S | 15 | 7
O=C(Cc1sc(-c2ccccc2Cl)nc1-c1ccccc1)Nc1ccccc1 | 3 | 8
C[C@H](NC(=O)c1ccco1)C(=O)Nc1ccc(S(=O)(=O)N2CCCC2)cc1 | 1 | -2
OC(CCN1CCCCC1)(c1ccccc1)c1ccccc1 | -9 | -12
COc1ccc(CCn2nnnc2C(c2ccccc2)N2CCN(C)CC2)cc1OC (stereo not given) | -5 | 3
Clc1ccc(OCc2nc(-c3ccccn3)n[nH]2)cc1 | 0 | -14
O=C(O)CCC(=O)N1CCc2cc(S(=O)(=O)N(CCc3ccccc3)Cc3ccccc3)ccc21 | -8 | 7
COc1ccc(Nc2nc(N)nc(COc3ccc(OC)cc3)n2)cc1 | 3 | 4
COc1ccc(C2(C(=O)Nc3c(C)n(C)n(-c4ccccc4)c3=O)CCCC2)cc1OC | -2 | 3
CC(NC(=O)COc1ccc(Oc2ccccc2)cc1)C(=O)O (stereo not given) | 8 | 4
Cc1cc(S(=O)(=O)Nc2ccc(N(C)C)cc2)c(C)s1 | 1 | 5

(list continues)
canonical_smiles	FXIa single inh	FXIIa single
O=C1CCC([N+](=O)[O-])C(c2cccc(Cl)c2Cl)N1 (stereo not given)	-1	10
Cc1nc(COC(=O)c2ccc(S(=O)(=O)N3CCCC3)cc2)cs1	-1	6
CCOC(=O)c1oc2ccc(S(=O)(=O)n3nc(-c4ccc(C)cc4)cc3N)cc2c1C	6	4
O=C1CC(SCc2nc3ccccc3[nH]2)C(=O)N1c1ccc(F)c(Cl)c1 (stereo not given)	-6	0
O=C(O)CSCC(=O)Nc1cccc(C(F)(F)F)c1	-4	9
COc1ccc(N2CCN(C(=O)CN(c3ccccc3)S(=O)(=O)c3ccc(OC)cc3)CC2)cc1	14	-9
Clc1ccc(-n2ncc3c(NCc4ccc5c(c4)OCO5)ncnc32)cc1	-6	5
CC1CCC(C(=O)c2c(O)c3ccccc3oc2=O)CC1 (stereo not given)	-7	3

Arranged by length of the SMILES (ascending): some entries from above
canonical_smiles	FXIa single inh	FXIIa single
Cc1nc(NC(=O)C2CC2)sc1C(=O)N(C)C	-3	7
CC(=O)Nc1nonc1NC(=O)CSc1nc2ccccc2o1	-8	7
O=C1CCC([N+](=O)[O-])C(c2cccc(Cl)c2Cl)N1 (stereo not given)	-1	10
COc1cccc(/C(O)=C2/C(=O)C(=O)N(Cc3cccnc3)C2c2ccco2)c1 (stereo not given)	6	11
CCOC(=O)c1oc2ccc(S(=O)(=O)n3nc(-c4ccc(C)cc4)cc3N)cc2c1C	6	4

The list goes on:
canonical_smiles	FXIa single inh	FXIIa single
O=c1c2c(nc3cc(-c4ccccc4)[nH]n13)CCC2	0	7
Cc1ccc(OCCCC(=O)Nc2nccs2)cc1	-5	4
O=C(Nc1cccnc1)C1CCCN(S(=O)(=O)c2ccccc2)C1 (stereo not given)	32	2
COc1ccc2[nH]cc(/C=C(/C#N)S(=O)(=O)c3ccccc3)c2c1	-6	5
CCCOc1c(OC)cc(Cl)cc1C1NC(=O)NC(C)=C1C(=O)NCc1ccccc1 (stereo not given)	-9	2
CC(=O)Nc1ccc(S(=O)(=O)Nc2c(C)nn(-c3ccccc3)c2C)cc1	-9	4
COC(=O)c1ccc(C2C(C#N)=C(C)NC3=C2C(=O)CC(C)(C)C3)cc1 (stereo not given)	-1	-63
COc1ccc(C2C(C(=O)O)CCC(=O)N2c2ccc(OC)cc2)cc1 (stereo not given)	13	-5
CC1Cc2ccccc2N1C(=O)Cn1c(=O)cc(O)c2ccccc21 (stereo not given)	-2	1
COc1ccc(NC(=O)CCN2C(=O)c3ccccc3S2(=O)=O)cc1	17	-14
CC(=O)Cc1nsc(Nc2ccccc2)n1	-6	5
N#Cc1cnn(Cc2ccccc2)c1/N=C/N1CCOCC1	5	2
COc1ccc(NC(=O)/C(Cl)=C(/Cl)S(=O)Cc2ccccc2)cn1 (stereo not given)	-3	10
COc1ccc(CNc2nc(NCc3ccc(OC)cc3)n(C(C)=O)n2)cc1	27	-12
C=CCOc1c(CNc2ncn[nH]2)cccc1OCC	-1	6
COc1ccc(/C=C(/C#N)S(=O)(=O)c2ccc(C)cc2)cc1	5	3
COc1ccc(NC(=O)C(C)N(c2ccc(C)cc2)S(C)(=O)=O)cc1 (stereo not given)	1	-5
O=C(c1cccs1)N1CCN(S(=O)(=O)Cc2ccccc2)CC1	-1	8
O=C(Nc1cnn(Cc2ccc(Cl)c(Cl)c2)c1)c1nc2ncccn2n1	-1	3
Cc1cc(C)c(NC(=O)C2CCCN2C)c(C)c1 (stereo not given)	2	-2
COc1ccc(C(=O)N(CCCO)C(C)C(=O)NC2CCCCC2)cc1OC (stereo not given)	11	6
Cc1ccc(Cn2cccc(NC(=O)NC3CCCCC3)c2=O)cc1	1	3
Cc1ccc2cc(CN(CCCN(C)C)C(=O)NCc3ccccc3)c(=O)[nH]c2c1C	-2	5
COc1ccc(CSc2nc(N3CCOCC3)c3c(c2C#N)CC(C)(C)OC3)cc1	3	6
N#CC(c1ccc(Cl)nn1)c1ccccc1Cl (stereo not given)	-2	15
CCS(=O)(=O)NCC(c1cccnc1)N1CCN(c2ccccc2)CC1 (stereo not given)	8	3
Cc1cc(Cl)ccc1OCC(=O)NCc1ccncc1	-1	1
CC(C)c1nc(SCC(=O)Nc2ccc(N3CCOCC3)cc2)c2ccccc2n1	2	9
CCCC(=O)Nc1ccc(C(=O)Nc2nnc(COCC)s2)cc1	0	4
CCCCNC(=O)CN(c1cccc(Br)c1)S(C)(=O)=O	0	7
CCCCOc1ccc(Nc2nc(C)cc(C)c2C#N)cc1	-4	7
COc1ccc(C(=O)COC(=O)[C@H](C)Nc2ccc(C(F)(F)F)cc2[N+](=O)[O-])cc1	-2	4
Cc1ccc(C)c(NC(=O)CSc2nnc(-c3ccccc3)n2N)c1	-2	5
CCOC(=O)Nc1ccc2c(c1)N(C(=O)CCN1CCN3CCCC3C1)c1ccccc1CC2 (stereo not given)	1	2
CC12CC(c3ccccc3O1)N(C(=O)c1ccc(Br)o1)C(=O)N2c1ccccc1 (stereo not given)	-7	7
Cc1cccc(-c2nsc(SCC(=O)N3CCCC3)n2)c1	-2	6
Cc1cccc(N2C(=O)CSC2c2cccnc2)c1 (stereo not given)	-3	8
CCCn1c(SCC(=O)Nc2ccccc2-c2ccccc2)nnc1-c1ccoc1C	2	7
CCOC(=O)c1cn2nc(-c3ccc(OC)cc3)cc2nc1C1CCN(C(=O)OC(C)(C)C)CC1	7	0
CCOC(=O)CSc1nc(C)c(C(=O)OCC)s1	-1	9
CCOC(=O)C1CCN(C(=O)CCCN2C(=O)c3ccccc3C2=O)CC1	-4	6
O=C(NCCN1CCOCC1)C1CCN(Cc2ccccc2O)CC1	1	4
N#Cc1nc(Cc2cccc3ccccc23)oc1N1CCN(c2ccccc2)CC1	-3	0
COc1ccccc1CNC(=O)c1ccoc1C	0	-17
COCc1nnc(NC(=O)CC(c2ccccc2)c2ccccc2)s1	35	4
CCCOc1nnnn1-c1ccccc1	2	-3
Cc1oc(-c2ccc(Cl)cc2)cc1-c1nn2c(-c3ccoc3C)nnc2s1	-4	0
CCCn1cc(NC(=O)C2CC(c3cccc(Br)c3)=NO2)cn1 (stereo not given)	-2	-8

Part of the list above, with each value named.
canonical_smiles: Cc1oc(-c2ccc(Cl)cc2)cc1-c1nn2c(-c3ccoc3C)nnc2s1
  FXIa single inh = -4; FXIIa single = 0

canonical_smiles: CCOC(=O)CSc1nc(C)c(C(=O)OCC)s1
  FXIa single inh = -1; FXIIa single = 9

canonical_smiles: CC1Cc2ccccc2N1C(=O)Cn1c(=O)cc(O)c2ccccc21 (stereo not given)
  FXIa single inh = -2; FXIIa single = 1

Additional entries:
canonical_smiles	FXIa single inh	FXIIa single
CCCC(=O)NC1=C(C#N)C2(CCCC2)Cc2ccccc21	-3	5
CCOC(=O)c1c(C)nc2ccc(C)cn12	4	7
O=C1NC2(CCCCCC2)Cc2ccccc21	-6	1
Cc1ccc(S(=O)(=O)C2CS(=O)(=O)CC2O)cc1 (stereo not given)	-2	8
Cc1nc2c(sc3nc4c(cc32)COC(C)(C)C4)c(=O)n1CC(=O)NCc1ccco1	-1	8
COc1ccc(C(=O)N2CCN(C3CCCCC3)CC2)c(OC)c1	-2	5
OCCCCCN=c1cc(-c2ccccc2)oc2ccc(Cl)cc12	9	9
COc1ccc(C(=O)Nc2nc(N3C(=O)c4ccccc4C3=O)n(-c3ccccc3)n2)cc1	8	11
Cn1c(=NC(=O)CSCC(=O)N2CCCCC2)sc2ccccc21	7	4
O=C(Nc1ccc(CN2CCOCC2)cc1)c1ccc(-c2cc(Cl)ccc2Cl)o1	2	1
COc1ccccc1C(=O)NC(C)C(c1cccs1)N1CCN(C)CC1 (stereo not given)	5	-2
